Compound activity from PubChem.
NS5 inhibitors: Dengue-2 NS5 methyltransferase inhibitors, primary screen, biochemical, confirmation dose response (AID 588689) | 340,000 compounds, 0.3% hits | Dengue-2 NS5 methyltransferase capping enzyme assay, biochemical; higher % means a stronger effect | inhibition, % at 25 µM, or IC50 in µM where a hit was titrated; in the data active = a potency from the dose series
WT yeast gro inh: growth inhibition of WT yeast, mitochondrial fusion screen | mitochondrial fusion phenotypic screen, WT strain | inhibition, % at 10 µM | 190,000 compounds, 2.1% hits; in the data active = inhibition above about 58%; tested in S. cerevisiae
GPR35 arrestin U2OS: inhibition of zaprinast-stimulated GPR35 beta-arrestin translocation – imaging, U2OS, beta-arrestin-GFP, zaprinast agonist, primary screen (AID 2058) | inhibition, % at 10 µM; hits with a dose series show IC50 in µM | 290,000 compounds, 0.052% hits | U2OS GPR35 beta-arrestin-GFP translocation imaging, zaprinast antagonism; higher % means a stronger effect;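 active = inhibition of at least 50% with at least 30 cells and total cytoplasm GFP at most 10,000,000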
RSV antiviral HEp-2: inhibition of RSV-induced cytopathic effect – HEp-2 cells, primary 10 µM value included (AID 2391); HEp-2 cells, RSV-induced CPE inhibition; higher % means a stronger effect; 310,000 compounds, 0.13% hits; CPE inhibition, % at 10 µM, or IC50 in µM where a hit was titrated; in the data active = a potency from the dose series; note: strong numbers were not always called active
LYP phosphatase: PTPN22 lymphoid phosphatase activity blockers – biochemical, fluorescence intensity, uHTS (AID 1779) | recombinant LYP phosphatase, fluorescence intensity; higher % means a stronger effect | inhibition, % at 11.5 µM; hits with a dose series show IC50 in µM | 290,000 compounds, 0.054% hits; in the data active = inhibition above about 50%;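 note: plate controls were vehicle with enzyme for no effect and no enzyme for full effect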
NTR1 agonist: NTR1-driven beta-arrestin-GFP spot formation – imaging, U2OS cells, high content, primary screen (AID 493036). P30989. agonist mode. activation, % at 20 µM. 330,000 compounds, 0.17% hits;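 active = activation at or above 40% of the spot to cytoplasm intensity ratio, with at least 20 cells analyzed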;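 note: 0% = DMSO without peptide and 100% = 100 nM NTR1 peptide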
Target sequence (P30989 whole entry, looked up): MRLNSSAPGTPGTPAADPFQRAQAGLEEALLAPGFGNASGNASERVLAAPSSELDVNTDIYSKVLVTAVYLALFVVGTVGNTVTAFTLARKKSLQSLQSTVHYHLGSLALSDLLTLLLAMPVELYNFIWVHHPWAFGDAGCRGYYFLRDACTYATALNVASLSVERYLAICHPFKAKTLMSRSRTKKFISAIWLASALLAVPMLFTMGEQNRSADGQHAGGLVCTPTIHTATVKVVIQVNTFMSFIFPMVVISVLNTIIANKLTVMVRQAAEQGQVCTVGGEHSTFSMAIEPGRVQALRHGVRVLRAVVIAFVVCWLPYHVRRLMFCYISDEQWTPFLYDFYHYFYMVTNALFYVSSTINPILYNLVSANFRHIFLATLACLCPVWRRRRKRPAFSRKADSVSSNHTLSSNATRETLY
AID2073: disruptors of CaV2.2 binding to Mint1 – biochemical, HTRF (AID 2073); HTRF protein-protein interaction, Mint1-CaV2.2; higher % means a stronger effect; inhibition, % at 20 µM, or IC50 in µM where a hit was titrated; 290,000 compounds, 0.19% hits; in the data active = inhibition mostly above about 51%, no sharp cut-off; note: some results filed as inactive read as strong as hits
UTI89 phage lysis: inhibition of K1F phage lysis, E. coli UTI89, bacterial capsule biogenesis inhibitors, alamar blue (AID 488966) | E. coli UTI89 K1F phage lysis, alamar blue, 2 h; higher % means a stronger effect | one-dose inhibition, % at 100 µM; IC50 in µM for titrated hits | 340,000 compounds, 0.02% hits;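 active = phage lysis inhibition, versus mean bacterial control, above a set limit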;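 note: capsule biogenesis inhibitors block K1F phage lysis so surviving cells raise fluorescence; higher fluorescence means more inhibition of phage lysis; actives were called in the ten point dose series up to 300 µM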
Autophagy HCS: alters autophagy in cells. MEF GFP-LC3 puncta imaging; test concentration mostly 10 µM. calls only at 10 µM (by protocol). 190,000 compounds, 0.98% hits;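 active = percentage of spot-positive cells more than 3 SD above its plate mean, without a fluorescence outlier flag or 80% toxicity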;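 note: spot-positive cell cutoff set from DMSO-treated cells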
WT yeast gro inh mutant strain: recorded beside WT yeast gro inh, whose call it bears; inhibition, %; mitochondrial fusion phenotypic screen, mutant strain inhibition
Autophagy HCS cell loss 18 h: recorded beside Autophagy HCS, whose call it bears; toxicity, %; measured here: cell loss, nuclei count;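 cell loss after 18 h compound exposure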
NTR1 agonist cell count 20 µM: also measured in NTR1 agonist; calls as there; cell count; measured here: cell count, cytotoxicity flag
The depositor's hits bear a star; i = inactive; nt = not tested or not shown; [ ] = remark or other dose.

SMILES | NS5 inhibitors | WT yeast gro inh | WT yeast gro inh mutant strain | GPR35 arrestin U2OS | RSV antiviral HEp-2 | LYP phosphatase | NTR1 agonist | NTR1 agonist cell count 20 µM | AID2073 | UTI89 phage lysis | Autophagy HCS | Autophagy HCS cell loss 18 h
COC(=O)c1ccccc1S(=O)(=O)Nc1ccc(OC)nc1 | -2% | -4 | -8 | -2% | 2.8% | -11% | -1.1 | 44 | 6% | 0.0% | i | -2
CC1CCN(C(=O)c2[nH]cnc2C(=O)N[C@@H](CCCCNC(=O)OC(C)(C)C)C(=O)OC(C)(C)C)CC1 | 1% | nt | nt | 3% | -1.0% | -3% | 18 | 83 | 5% | -0.9% | nt | nt
COc1nc(N/N=C/c2ccc(-c3ccccc3[N+](=O)[O-])o2)nc(N2CCOCC2)n1 | 19% | 2 | 9 | 6% | 2.7% | -3% | 0.2 | 44 | 1% | 0.9% | i | -10
CCCCN(C(=O)c1ccc(-c2ccc(Cl)cc2)o1)c1c(N)n(CCC)c(=O)[nH]c1=O | 0% | nt | nt | nt | 1.5% | nt | 0.0 | 57 | nt | 0.0%[50 µM] | nt | nt
O=C(c1ccccc1Cl)N1N=C(c2cccs2)CC1c1cccc(O)c1 (centres undefined) | -6% | nt | nt | 4% | 0.1% | -6% | 0.8 | 57 | 8% | 0.0% | nt | nt
O=C(Nc1ccccc1)Nc1cc([N+](=O)[O-])ccc1F | -7% | 6 | -12 | 8% | 4.9% | -1% | 0.5 | 59 | -10% | 0.0% | i | -3
COc1ccc(/C=C(\NC(=O)/C=C/c2ccco2)C(=O)NCCc2nc3ccccc3[nH]2)cc1 | -15% | -3 | 1 | 16% | 0.1% | -5% | 0.2 | 53 | 52%* | -1.9% | i | 1
COC(=O)CN1C(c2ccc(OC)cc2)=Nc2ccc(Cl)cc2C1c1ccccc1 (centres undefined) | -1% | 58 | 46 | 13% | 7.2% | 0% | 3.6 | 59 | -3% | 8.6% | i | -4
O=C(NCC1CCCCC1)c1ccc(F)c(S(=O)(=O)N2CCOCC2)c1 | -1% | nt | nt | nt | 2.0% | nt | -1.0 | 48 | nt | 0.8% | nt | nt
Cc1ccc(-c2cc(-c3ccccc3)nc(N)c2C#N)o1 | -10% | nt | nt | -6% | 2.0% | -11% | 6.1 | 79 | -3% | 0.2% | nt | nt
O=C(N/N=C\c1c(F)c(F)c(F)c(F)c1F)c1ccc(-c2ccccc2)cc1 | -6% | nt | nt | -9% | -0.6% | -10% | -0.8 | 48 | 13% | 0.1% | nt | nt
Cc1ccc(C(=O)Nc2cccc(Oc3ccccc3)c2)o1 | 1% | 39 | 18 | 14% | 9.7% | -2% | 0.4 | 33 | -3% | 0.0% | i | 9
NC(=O)[C@@H]1CC2(CC(c3cccc(NC(=O)[C@H]4CCC(=O)N4)c3)=NO2)CN1C(=O)COc1ccc(Cl)cc1 (some centres undefined) | 2% | nt | nt | -16% | 0.9% | -5% | -2.4 | 86 | 2% | 1.1% | nt | nt
CC(C)CN(CC(C)C)c1nnc(NC(=O)Cn2c(=O)oc3ccccc32)s1 | -2% | 4 | -15 | 14% | 1.7% | 3% | 1.5 | 97 | 2% | -2.5% | i | 18
O=C(N/N=C(\c1ccccc1)c1ccccn1)c1ccccc1Cl | -10% | nt | nt | -4% | 4.4% | -6% | 3.9 | 68 | 12% | 0.3% | nt | nt

Arranged by the number under WT yeast gro inh mutant strain (rising): three of the compounds above.
Molecule	WT yeast gro inh mutant strain
CC(C)CN(CC(C)C)c1nnc(NC(=O)Cn2c(=O)oc3ccccc32)s1	-15
COC(=O)c1ccccc1S(=O)(=O)Nc1ccc(OC)nc1	-8
COc1ccc(/C=C(\NC(=O)/C=C/c2ccco2)C(=O)NCCc2nc3ccccc3[nH]2)cc1	1

Next records:
SMILES | NS5 inhibitors | WT yeast gro inh | WT yeast gro inh mutant strain | GPR35 arrestin U2OS | RSV antiviral HEp-2 | LYP phosphatase | NTR1 agonist | NTR1 agonist cell count 20 µM | AID2073 | UTI89 phage lysis | Autophagy HCS | Autophagy HCS cell loss 18 h
COc1ccc(NC(=O)c2cccnc2SC)cc1OC | 4% | -1 | 6 | 6% | 1.2% | -6% | -1.6 | 56 | -5% | 0.5% | i | -32
O=C(Cc1csc(NC(=O)c2ccccc2)n1)NO | -5% | 2 | 4 | -6% | -2.6% | 1% | -0.5 | 60 | 2% | 0.2% | i | 1
CC(C)c1ccc(/C=N/n2nnnc2Nc2ccccc2)cc1 | -1% | 5 | -6 | 1% | 2.1% | 2% | 1.0 | 42 | 9% | 1.4% | i | 6
COc1ccc(Oc2nc(SC)nc3ccsc23)cc1 | 7% | 11 | 4 | 6% | 3.6% | -4% | 4.5 | 45 | 9% | 0.2% | i | 3
CN(C)CCNc1nc2sc3c(c2c(=O)n1CCc1ccccc1)CCCCC3 | 1% | nt | nt | 4% | -2.5% | 0% | 2.7 | 37 | -10% | -4.2% | nt | nt
O=C(CCCn1c(SCc2cccc(F)c2)nc2ccccc2c1=O)NCC1CCCO1 (centres undefined) | -4% | 16 | 0 | -5% | 3.5% | -2% | 2.1 | 60 | 11% | 0.3% | i | 21
COc1cccc(CNC(=O)c2ccc(CS(=O)(=O)Cc3ccc(C)cc3)o2)c1 | -9% | -13 | -9 | -4% | 9.2% | -5% | 0.2 | 53 | 7% | 0.0% | i | 7
CCN(CC)c1ccc(NC(=O)c2ccc3c(c2)c(C)c(C)n3C)cc1 | -4% | 18 | -6 | -20% | -3.0% | 2% | 6.1 | 31 | 19% | -0.2% | i | 3
COCCn1c(N)c(N(Cc2ccccc2)C(=O)CSCC(=O)Nc2ccc(C)cc2)c(=O)[nH]c1=O | 0% | nt | nt | nt | -0.4% | nt | 0.5 | 67 | nt | 0.8%[50 µM] | nt | nt
CSc1ccc(CN2CCC(n3nccc3NC(=O)C3CCOC3)CC2)cc1 (centres undefined) | -8% | nt | nt | 2% | 0.2% | -10% | -0.5 | 54 | -4% | 1.7%[50 µM] | nt | nt
O=C(c1ccc(CS(=O)(=O)c2ccccc2)o1)N1CCN(c2ccccc2)CC1 | -2% | nt | nt | 14% | 1.8% | -13% | -0.5 | 67 | 13% | -0.1% | nt | nt
CC(C)CCNC(=O)C1CCC(=O)N1CCc1ccccc1 (centres undefined) | -4% | nt | nt | -8% | 0.1% | -10% | 1.2 | 99 | 7% | 1.3% | nt | nt
Cc1cc(C)c(C)c(OCCN2CCOCC2)c1 | -2% | nt | nt | 0% | 4.3% | -6% | 0.4 | 66 | 26% | -0.7% | nt | nt
CCc1ccc(NC(=O)C(=O)NCCN2CCN(S(C)(=O)=O)CC2)cc1 | -8% | -8 | -9 | 12% | 1.4% | -4% | 1.0 | 49 | 13% | -0.3% | i | 19
Cc1nc(C2CC(=O)OC23CCCCC3)cs1 (centres undefined) | -4% | nt | nt | -6% | 0.6% | -5% | 1.4 | 52 | -11% | 0.5% | i | -3

Whole records from above:
`O=C(N/N=C(\c1ccccc1)c1ccccn1)c1ccccc1Cl` across the screens: NS5 inhibitors: -10%; WT yeast gro inh: nt; WT yeast gro inh mutant strain: nt; GPR35 arrestin U2OS: -4%; RSV antiviral HEp-2: 4.4%; LYP phosphatase: -6%; NTR1 agonist: 3.9; NTR1 agonist cell count 20 µM: 68; AID2073: 12%; UTI89 phage lysis: 0.3%; Autophagy HCS: nt; Autophagy HCS cell loss 18 h: nt
`Cc1ccc(C(=O)Nc2cccc(Oc3ccccc3)c2)o1` across the screens: NS5 inhibitors: 1%; WT yeast gro inh: 39; WT yeast gro inh mutant strain: 18; GPR35 arrestin U2OS: 14%; RSV antiviral HEp-2: 9.7%; LYP phosphatase: -2%; NTR1 agonist: 0.4; NTR1 agonist cell count 20 µM: 33; AID2073: -3%; UTI89 phage lysis: 0.0%; Autophagy HCS: i; Autophagy HCS cell loss 18 h: 9
`CN(C)CCNc1nc2sc3c(c2c(=O)n1CCc1ccccc1)CCCCC3` across the screens: NS5 inhibitors: 1%; WT yeast gro inh: nt; WT yeast gro inh mutant strain: nt; GPR35 arrestin U2OS: 4%; RSV antiviral HEp-2: -2.5%; LYP phosphatase: 0%; NTR1 agonist: 2.7; NTR1 agonist cell count 20 µM: 37; AID2073: -10%; UTI89 phage lysis: -4.2%; Autophagy HCS: nt; Autophagy HCS cell loss 18 h: nt

New compounds follow
SMILES | NS5 inhibitors | WT yeast gro inh | WT yeast gro inh mutant strain | GPR35 arrestin U2OS | RSV antiviral HEp-2 | LYP phosphatase | NTR1 agonist | NTR1 agonist cell count 20 µM | AID2073 | UTI89 phage lysis | Autophagy HCS | Autophagy HCS cell loss 18 h
COc1ccc(C(=O)Nc2ccccc2C(=O)NC(Cc2ccc(O)cc2)C(=O)NNC(=O)c2ccccc2)cc1 (centres undefined) | 6% | 15 | 1 | 14% | 4.2% | -4% | 3.0 | 63 | 15% | -0.2%[50 µM] | i | 4
CC(=O)c1ccc(OCC(=O)NCc2ccc(F)cc2)cc1 | 2% | 3 | -2 | -2% | 0.1% | -6% | -0.9 | 32 | -10% | 0.8% | i | 59
Cc1ccc(C(=O)NCCNC(=O)c2ccccc2)cc1 | -1% | -3 | 0 | -11% | -1.2% | 4% | 1.4 | 69 | 2% | 1.9% | i | 14
O=C(NC1CCCCC1)C(c1ccc2ncccc2c1)N(Cc1ccc(F)cc1)C(=O)c1cccs1 (centres undefined) | 1% | 20 | -14 | 3% | 5.0% | 9% | 2.8 | 45 | 14% | 5.1% | i | 16
C=CCn1cc(-c2cccc(C(F)(F)F)c2)cc(C#N)c1=O | -3% | -10 | -5 | 15% | 8.4% | -8% | -1.2 | 24 | 3% | -2.7% | i | 0
O=C(C[n+]1ccccc1)N/N=C/c1ccccc1F | nt | -10 | -13 | -4% | -1.5% | -2% | 0.8 | 30 | -9% | nt | i | -7
COc1ccccc1NC(=O)COC(=O)CNC(=O)c1ccc(OC)c(OC)c1 | -3% | -33 | 2 | 1% | 1.2% | 2% | 1.7 | 96 | 2% | 3.5% | i | -9
Cc1n[nH]c(C)c1NC(=O)c1cc([N+](=O)[O-])ccc1Cl | -5% | -10 | 10 | -1% | 0.7% | -4% | 0.8 | 69 | 0% | 0.2% | i | 18
COc1ccc(CCC(=O)Nc2sccc2C#N)cc1 | nt | 12 | -19 | 2% | 4.3% | -4% | 0.7 | 40 | 3% | nt | i | 12
COc1ccc(C2CC(c3ccccc3)=NN2C(=O)COC(=O)/C=C/c2ccc(O)c(OC)c2)cc1 (centres undefined) | 1% | nt | nt | -4% | 3.4% | 13% | 8.6 | 60 | 29% | 0.1% | nt | nt
COc1ccc(C/C(C)=N\NC(=O)c2cn(C)c3ccccc23)cc1OC | 10% | nt | nt | -1% | 3.0% | -7% | -0.8 | 63 | 9% | -0.9% | nt | nt
COc1ccccc1N1CCN(C(c2ccc(N(C)C)cc2)c2nnnn2CCc2ccccc2)CC1 (centres undefined) | -8% | 27 | 15 | -8% | 1.1% | 2% | -1.7 | 99 | 5% | 1.9% | i | 9
Cc1nnc(NC2CCCCC2)[nH]c1=O | -8% | 0 | 14 | 5% | 2.1% | -2% | -2.7 | 78 | -6% | 0.2% | i | -7
CC(C(=O)N1CCOCCOCCOCC1)N1C(=O)c2ccccc2C1=O (centres undefined) | -4% | 4 | 16 | 2% | 0.0% | -6% | 0.7 | 82 | -4% | 0.0% | i | 18
Cc1ccc2ccc[n+](Cc3ccccc3)c2c1 | -3% | nt | nt | nt | 1.4% | nt | -1.6 | 89 | nt | 3.2% | nt | nt
